# Bioassay records as filed in PubChem BioAssay.
# TAG inh = triacylglycerol accumulation inhibition. H9c2 cells, Nile Red lipid (TAG) fluorescence; cells loaded with 200 µM oleic acid. inhibition, % at 12.5 µM. hit rate 0.66% among 230,000. AID 651582;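 active = pattern-corrected inhibition of lipid staining of at least 50% with the nuclear-stain viability signal not falling by more than 50%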;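 also: 0% = DMSO wells and 100% = triacsin C control wells; some results filed as inactive read as strong as hits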
# TAG inh DAPI viability = further read-out of TAG inh, marked with its call; DAPI nuclei signal change (viability), lower = more cytotoxic, %;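 whole-well DAPI fluorescence read on a plate reader as a viability signal; minus 50 percent equals half of cells still viable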
# * = called active by the depositor. An excerpt; the hit share may differ from the screen's.
Structure	TAG inh	TAG inh DAPI viability
COc1ccc2nc3ccccc3[n+]([O-])c2c1	-6.7	16.7
COc1cc2c(cc1OC)C(C)N(CCc1ccc(Cl)cc1)CC2 (stereo not given)	-1.4	6.1
C[C@H]1CN([C@@H](C)CO)C(=O)CCCn2nncc2CO[C@H]1CN(C)C(=O)c1cc(-c2ccccc2)on1	0.9	5.0
O=C(NCC1CCCN1S(=O)(=O)c1cccs1)C(=O)Nc1ccc(F)cc1 (stereo not given)	-3.0	-1.5
COc1cccc(CCc2nnc(CCC(=O)NCCc3cccc(C)n3)o2)c1	3.6	-6.9
CN(C)C(C(=O)NC1CCCCC1)c1ccc(Cl)cc1 (stereo not given)	-9.1	-3.4
Cc1nn(CC(=O)NC2CCCCC2)c(C)c1[N+](=O)[O-]	6.1	-7.2
Cc1cc(C)c2c(N)c(-c3nc4ccccc4[nH]3)sc2n1	12.0	-2.8
CC(=O)c1ccc(NC(=O)/C(Cl)=C/c2ccccc2)cc1	4.1	-8.0
CCN(CC)CC(=O)c1c(N)n(Cc2ccccc2)c(=O)n(C)c1=O	-0.8	-4.8
CCCC(=O)NC(=S)Nc1cccc(NC(=O)c2ccc(Cl)cc2Cl)c1	1.3	-7.0
O=C(COC(=O)COc1ccccc1Cl)Nc1ccccc1OC(F)F	1.5	1.6
CCOc1ccc(S(=O)(=O)NCCC(=O)OCC(=O)NC(=O)c2cccn2C)cc1	2.6	-4.1
COc1ccccc1-c1noc(-c2ccccc2C(=O)NCc2ccco2)n1	-0.5	7.6
CCOc1ccc2c(c1)c1nnc(SCC(=O)N3CCCCC3C)nc1n2C (stereo not given)	17.6	-3.2
COc1ccc(CNC(=O)c2sc(=O)n(Cc3ccccc3C)c2C)cc1	-11.4	-1.0
O=C(COc1ccccc1[N+](=O)[O-])Nc1cc(C(=O)O)cc(C(=O)O)c1	8.9	-4.2
CCc1ccc(Nc2nnc(SCC(=O)c3c(N)n(C4CC4)c(=O)[nH]c3=O)s2)cc1	0.0	-1.4
C=C(Br)Cn1c(CC(C)C)nc2ccccc21	-3.6	-10.2
Cc1nnsc1C(=O)N1CCC(CO)(Cc2ccccc2Cl)CC1	-13.3	5.1
CCSc1sc(CC)cc1C=O	-1.4	0.2
Nc1c(N(CCCO)C(=O)CCCN2C(=O)c3cccc4cccc(c34)C2=O)c(=O)[nH]c(=O)n1Cc1ccccc1	14.9	3.5
O=C(NCc1cccnc1)C(=O)C1C(=O)Nc2ccccc21 (stereo not given)	1.1	-3.0
OCCN1CCN(c2ncnc3c2c(-c2ccccc2)cn3-c2ccc(F)cc2)CC1	9.5	-0.8
CSCCC(NC(=O)c1ccco1)C(=O)Nc1ccncc1 (stereo not given)	-27.1	10.1
CC(Nc1nc2ccccc2n2cnnc12)c1ccccc1 (stereo not given)	-9.3	2.6
O=C(CN1C(=O)C2C3C=CC(C3)C2C1=O)NCCc1ccccc1Cl (stereo not given)	14.7	-8.1
Cc1ccc(-c2ccc(CN3C(C)C(=O)N(Cc4cn(CCC5OCCCO5)nn4)CCS3(=O)=O)cc2)cc1 (stereo not given)	5.3	3.2
CC(=O)Nc1ccc(NC(=O)C2Cc3c(-c4ccc(Cl)cc4)ccnc3O2)cc1 (stereo not given)	-12.0	17.7
Cc1ccc(S(=O)(=O)N2CCOCC2)cc1C(=O)OCC(=O)Nc1ccc2[nH]c(=O)[nH]c2c1	-4.7	1.8

# Quoted at random: five compounds from above
Structure	TAG inh	TAG inh DAPI viability
O=C(NCc1cccnc1)C(=O)C1C(=O)Nc2ccccc21 (stereo not given)	1.1	-3.0
Cc1ccc(S(=O)(=O)N2CCOCC2)cc1C(=O)OCC(=O)Nc1ccc2[nH]c(=O)[nH]c2c1	-4.7	1.8
Cc1ccc(-c2ccc(CN3C(C)C(=O)N(Cc4cn(CCC5OCCCO5)nn4)CCS3(=O)=O)cc2)cc1 (stereo not given)	5.3	3.2
Cc1cc(C)c2c(N)c(-c3nc4ccccc4[nH]3)sc2n1	12.0	-2.8
CCOc1ccc(S(=O)(=O)NCCC(=O)OCC(=O)NC(=O)c2cccn2C)cc1	2.6	-4.1

# (further entries)
Structure	TAG inh	TAG inh DAPI viability
COc1ccccc1N1CCN(/N=C/C=C\c2ccco2)CC1	3.3	-2.7
O=C(NCC1CCCO1)c1cc2ccccc2oc1=O (stereo not given)	-0.2	7.3
COC(=O)c1cc(NC(=O)c2cccnc2)ccc1N1CCOCC1	0.8	0.5
COc1cc2c(cc1OC)C(Cc1ccccc1[N+](=O)[O-])=NCC2	-3.2	-0.5
CN(CC(=O)Nc1ccc(F)c(F)c1F)C(=O)c1ccc(-n2cncn2)cc1	-1.9	-4.8
O=C(COC(=O)COc1ccccc1[N+](=O)[O-])NCc1ccc2c(c1)OCO2	-4.6	8.9
Cc1ccc(C)c(S(=O)(=O)N2CCCC2CNC(=O)C(=O)NC2CCCC2)c1 (stereo not given)	-12.9	2.6
O=C(NCCc1ccccn1)C1CCCN(S(=O)(=O)Cc2ccccc2)C1 (stereo not given)	-1.4	-5.6
CCOC(=O)Cc1nnc(NC(=O)CSc2ccccc2)s1	1.7	-10.4
Cc1cc(C)n(-c2cc(C)c(C)cc2Br)n1	-3.8	-7.0
CCCCC(=O)Nc1ccc(C(=O)NNC(=S)NC(=O)c2ccco2)cc1	15.1	-3.0
C=CC[C@@H](CC(=O)N[C@@H](CO)Cc1ccccc1)C(=O)N[C@@H](COC(=O)[C@@H](CC=C)Cc1ccc(F)cc1)Cc1c[nH]c2ccccc12	18.7	-8.0
Cc1ccsc1C1Nc2ccccc2-c2nc3ccccc3n21 (stereo not given)	-13.3	106.1
Cc1nn(C)c(C)c1/C=C/C(=O)c1cccs1	3.5	-10.7
CC1=CC2=C(C=O)C(=O)C(C)(O)C(O)C2=CO1 (stereo not given)	5.8	-10.2
COC(=O)c1cc(OC)c(OC)cc1NC(=S)Nc1cccc(Cl)c1	0.5	3.9
Cn1c(=O)c(=O)n(C)c2cc([N+](=O)[O-])c([N+](=O)[O-])cc21	10.9	-2.6
CCOC(=O)Cc1csc(NC(=O)CSc2nnc(-c3ccc(OC)cc3)n2C)n1	-5.9	1.5
CC1CCC(NC(=O)c2cc3ccccc3cc2O)CC1 (stereo not given)	-0.6	9.1
CN(C)C(CNC(=O)CN1C(=O)NC2(CCCC2)C1=O)c1ccccc1 (stereo not given)	1.5	-1.3
N/C(=N\OC(=O)Nc1cccc(C(F)(F)F)c1)c1ccno1	-6.2	-0.4
COc1ccc2c(-c3ccc(OCCN4CCCCC4)cc3)c(-c3ccccc3OC)sc2c1	33.2	35.7
CCSc1ncc(Cl)c(C(=O)Nc2ccc(S(=O)(=O)Nc3onc(C)c3C)cc2)n1	3.7	12.8
Cc1cc(NC(=O)c2sc(Nc3ccc(F)c(Cl)c3)nc2N)no1	24.3	-12.5
Cc1ccc(C(=O)NNc2c3ccccc3nc3ccccc23)cc1	3.9	2.5
Cc1cccc(C)c1Nc1n[nH]c(=S)s1	2.5	-1.4
COc1ccc(CCNC(=O)c2cccs2)cc1OC	-0.7	0.6
O=C(COC(=O)c1ccncc1)c1ccccc1	4.5	-4.5
CCOC(=O)N1CCN(C(=O)C2CCN(S(=O)(=O)c3ccc(C)cc3)CC2)CC1	0.5	3.5
CN(CC(=O)NC(=O)NC1CCCCC1)c1ccccc1	3.3	3.3

# (further entries)
Structure	TAG inh	TAG inh DAPI viability
O=C(CN1CCN(C(=O)c2ccco2)CC1)NCc1ccc(Cl)cc1	1.7	4.4
Cc1ccc(NC(=O)COC(=O)CNC(=O)c2ccc(Br)cc2)c(C)c1	2.2	-2.1
CCOC(=O)C1=C(c2ccccc2)Nc2ncnn2C1c1cccc(O)c1 (stereo not given)	-5.8	0.9
CC(=O)C1=C(C)NC2(O)c3ccccc3C(=O)C12O (stereo not given)	1.0	10.4
Cc1cccc(-c2nnc(-c3ccc(N)cc3)o2)c1	17.2	28.7
CC(C)n1c(NCCc2ccccc2)nc2c1c(=O)n(C)c(=O)n2C	-219.2	9.5
CN(C)CCNC(=O)c1c(CSc2ccc(Cl)cc2)noc1C(=O)NCc1ccccc1	-8.1	19.9
Cc1ccc(NC(=S)NCc2ccccc2)cc1C	0.8	-0.4
CC(C)N1CCN(C(=O)c2ccc([N+](=O)[O-])cc2)CC1	-5.4	4.5
CCCCc1ccc(Nc2ncnc3nc[nH]c23)cc1	-2.7	-2.5
C=C1C(=O)C=C[C@]2(C)C[C@@H]3OC(=O)[C@](C)(O)[C@H]3C[C@@H]12	57.2*	-47.3*
Cc1c(NC2=CC(=O)CCC2)c(=O)n(-c2ccccc2)n1C	-2.7	-3.1
CCCCC(=O)N(C)c1c(CC)nc2c(OCc3ccc(C#N)cc3)cccn12	-8.8	3.0
COc1cc(CNCC2CCCO2)ccc1OCC(N)=O (stereo not given)	9.9	-1.6
O=C(NNC(=O)c1cc(Cl)ccc1O)c1ccc(NS(=O)(=O)c2cccs2)cc1	-11.3	6.9
CCOC(=O)C1=C(C)N(CCCC(=O)O)C(=O)NC1c1ccc(OC)cc1 (stereo not given)	5.6	-0.2
O=S(=O)(NC(CO)Cc1ccccc1)c1cc(Cl)ccc1F (stereo not given)	-24.2	6.8
CC(C)=CC1C(C(=O)Nc2ccc(Br)cn2)C1(C)C (stereo not given)	-25.5	4.0
C=C(C)COc1ccc2c(C)c(CC(=O)OC)c(=O)oc2c1C	-56.2	1.9
O=c1[nH]c(SCCOc2ccccc2F)nc2ccccc12	-17.5	-3.2
Cc1n[nH]c(C)c1-c1nc2ccccc2[nH]1	-2.9	-5.2
Cc1noc(C)c1C(=O)Nc1nc(-c2ccc([N+](=O)[O-])cc2)cs1	11.6	-1.1
CC(C)N(Cc1ccccc1)S(=O)(=O)N(C)C	-5.7	2.9
Cc1cc(Nc2ccc(C)c(F)c2)n2ncnc2n1	16.8	-6.8
COC(=O)[C@]1(C)N[C@H](c2ccc(-c3cccc(Cl)c3)cc2)[C@@H]2C(=O)N(C)C(=O)[C@@H]21	34.1	6.7
Cc1c(CCO)c(=O)n(-c2ccccc2)n1S(=O)(=O)c1c(Cl)cc(Cl)cc1Cl	-21.5	8.5
CN(C(=O)COC(=O)c1cc2c(s1)CCCCC2)C1CCS(=O)(=O)C1 (stereo not given)	-2.7	0.0
COc1ccc(-c2csc(C(C)(O)c3ccccc3)n2)cc1OC (stereo not given)	-7.1	-2.4
Cc1cccc(NCC(=O)N/N=C\c2ccc[nH]2)c1	-6.7	5.3
Brc1ccccc1-c1cnco1	-30.5	7.7

# Continued.
Structure	TAG inh	TAG inh DAPI viability
Cn1cc(-c2csc(C(O)c3ccccc3)n2)cn1 (stereo not given)	1.8	4.8
CN1CCCN(C(=O)c2ccc(Br)cc2)CC1	4.2	-1.7
CCc1ccccc1NC(=S)N(CCCN1CCN(C)CC1)Cc1cccs1	-0.6	-4.2
COc1ccc(Cn2nnnc2C(c2ccc(N(C)C)cc2)N2CCC(C)CC2)cc1 (stereo not given)	-5.0	-2.9
Cc1ccc(S(=O)(=O)NCCNc2ccccc2[N+](=O)[O-])cc1	3.1	4.8
COc1cc(OC)c2c(-c3cccc(-c4ccc(OC)c(OC)c4)c3)cc(=O)oc2c1	-9.3	-31.7
COc1cc(CC(=O)OCC(=O)Nc2ccc3c(c2)OCCO3)cc(OC)c1OC	-2.7	-2.7
COc1cc(N)c2ncccc2c1SC	-16.6	6.9
CCC(C)C(NC(=O)OC(C)(C)C)C(=O)NC(C(=O)NC(C)C(N)=O)C(C)C (stereo not given)	17.8	-13.0
O=C(/C=C/c1ccccc1)c1ccc2ccccc2c1	1.7	-7.6
O=S(=O)(CCN1C=CC(C(F)(F)F)=NCC1)c1ccc(F)cc1	0.7	2.1
COCCNC(=S)N/N=C/c1ccccc1C(=O)O	3.3	-7.2
O=C1CCC(C(=O)NCc2cccnc2)N1 (stereo not given)	4.2	3.0
CN1CCN(c2ccc(S(=O)(=O)N3CCCCC3)cc2NC(=O)COc2ccc([N+](=O)[O-])cc2)CC1	10.2	12.2
CCc1noc(C)c1C(=O)N1CCCSC1=Nc1ccccc1	6.9	1.3
COc1cccc(CNC(=O)C2CCN(C(=O)N3CC(C)Oc4ccccc43)CC2)c1 (stereo not given)	-7.9	-1.9
COCCN(C(=O)COc1ccccc1)c1nnc(-c2cccnc2)s1	-8.2	2.9
Cc1sc(N2C(=O)C3C(C2=O)[C@H]2C=C[C@@H]3C2)c(C#N)c1C (stereo not given in full)	4.1	-6.3
CN1C(c2ccc(F)cc2)=CS/C1=C(/C#N)c1nnc2n1-c1ccccc1SC2	-1.6	5.3
Cc1ccc(C(CNS(=O)(=O)c2ccc([N+](=O)[O-])cc2)N2CCN(C)CC2)cc1 (stereo not given)	7.1	7.9
Cc1ccnc2nc(C(=O)OCC(=O)Nc3ccc([N+](=O)[O-])cc3Br)nn12	18.9	8.0
O=C(CNC(=O)c1cnccc1C(F)(F)F)c1cccc(Cl)c1	6.7	-7.9
Cc1cccc(OCCCC(=O)Nc2nccs2)c1	18.2	-5.3
CCN1CCN(C(c2cccs2)C(C)NC(=O)C(C)C)CC1 (stereo not given)	11.0	-0.2
CC1CC(C)CN(S(=O)(=O)c2ccc3c(c2)oc(=O)n3CC(=O)NCc2cccnc2)C1 (stereo not given)	-8.3	6.6
O=C1N(Cc2cccc(Cl)c2)C[C@@H]2C[C@@H](c3c[nH]c4ccccc34)N3CCC[C@@]123	-13.9	7.1
CC(Sc1nncn1C)C(=O)Nc1nnc(C(C)C)s1 (stereo not given)	7.6	-3.3
CCCCN(C(=O)CNC(=O)c1ccco1)C(C(=O)NC1CCCC1)c1ccc(OC)cc1 (stereo not given)	-3.2	-5.0
C[C@H]1CCC(=O)N([C@H](CSc2ccc(Br)cc2)Cc2ccccc2)CC1	-23.0	4.4
O=C(N/N=C/c1ccc2nccnc2c1)c1cccc([N+](=O)[O-])c1	-6.1	0.0
